From PubChem BioAssay
JMJD2A Tudor inh – JMJD2A Tudor domain (human) inhibition. O75164. AlphaScreen JMJD2A-Tudor / H3K4me3 peptide binding. Potency, µM (doses to about 114 µM), inactives show at the top dose activity change, negative = inhibition, hits mostly inhibitors. actives 4.4% (n = 390,000). AID 504339; note: potency is the fitted concentration of half-maximal effect; % is set by controls: 0 for no effect and ±100 for the full control effect; nearly all actives have a fitted effect of over 50% in size
Target sequence (O75164 whole entry, looked up, the tested form may be a part): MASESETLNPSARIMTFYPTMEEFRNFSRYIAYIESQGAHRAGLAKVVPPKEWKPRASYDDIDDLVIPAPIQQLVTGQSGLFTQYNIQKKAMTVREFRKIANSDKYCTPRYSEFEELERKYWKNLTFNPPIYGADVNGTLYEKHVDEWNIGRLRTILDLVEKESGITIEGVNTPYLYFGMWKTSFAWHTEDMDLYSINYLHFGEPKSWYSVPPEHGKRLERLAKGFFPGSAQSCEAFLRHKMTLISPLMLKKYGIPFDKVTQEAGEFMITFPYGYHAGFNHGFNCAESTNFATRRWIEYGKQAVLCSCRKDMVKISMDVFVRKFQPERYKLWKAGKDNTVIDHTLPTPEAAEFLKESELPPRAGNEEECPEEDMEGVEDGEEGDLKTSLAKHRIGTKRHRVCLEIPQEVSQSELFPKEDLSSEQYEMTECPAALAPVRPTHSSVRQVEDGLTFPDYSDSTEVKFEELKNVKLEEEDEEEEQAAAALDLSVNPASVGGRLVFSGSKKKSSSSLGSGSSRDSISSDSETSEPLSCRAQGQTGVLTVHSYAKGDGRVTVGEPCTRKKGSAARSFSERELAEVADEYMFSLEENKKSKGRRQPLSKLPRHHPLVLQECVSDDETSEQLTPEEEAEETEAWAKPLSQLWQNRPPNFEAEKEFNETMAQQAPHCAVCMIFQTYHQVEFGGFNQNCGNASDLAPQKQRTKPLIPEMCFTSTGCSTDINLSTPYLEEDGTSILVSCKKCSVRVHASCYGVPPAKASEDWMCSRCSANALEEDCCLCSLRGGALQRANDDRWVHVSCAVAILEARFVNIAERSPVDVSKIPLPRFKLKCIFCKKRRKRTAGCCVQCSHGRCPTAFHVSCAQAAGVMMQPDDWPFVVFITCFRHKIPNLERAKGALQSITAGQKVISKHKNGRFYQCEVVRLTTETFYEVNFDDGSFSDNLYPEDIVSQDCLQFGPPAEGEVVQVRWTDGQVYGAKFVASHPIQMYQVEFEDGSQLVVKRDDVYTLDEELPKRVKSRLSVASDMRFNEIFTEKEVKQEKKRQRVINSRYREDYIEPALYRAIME
BAZ2B block – inhibitors of human BAZ2B bromodomain; Q9UIF8; AlphaScreen BAZ2B-H3K14Ac peptide displacement; Potency, µM (titrated, usually from 114 µM), for inactives: at the highest dose activity change, negative = inhibition, usual class: inhibitors; actives 4.4% (n = 360,000); note: potency is the fitted concentration of half-maximal effect; % is set by controls: 0 for no effect and ±100 for the full control effect; nearly all actives have a fitted effect of over 60% in size
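BAZ2B 50 nM plus b-H3(5-23)K14Ac 50 nM, PBS pH 7.4/0.01% Tween-20, 30 min RT; compound added (max 110 uM), 30 min RT; streptavidin donor/Ni-chelate acceptor beads 10 ug/mL final, 20 min dark; AlphaScreen read.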
POLH inh – DNA polymerase eta (human) inhibition; Q9Y253; actives 1.2% (n = 390,000); recombinant Pol eta, fluorescent DNA replication assay; Potency, µM (top dose mostly 114 µM), without a hit: at the top dose activity change, negative = inhibition, usual class: inhibitors; AID 588591; note: potency is the fitted concentration of half-maximal effect; % is set by controls: 0 for no effect and ±100 for the full control effect
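Pol eta (10 nM) was preincubated with compounds for 15 min at room temperature, after which fluorescent replication substrate (50 nM final) was added to start the reaction. Fluorescence was read kinetically at 0 and 10 min.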
HP1b binding inh – inhibitors of HP1-beta chromodomain binding to methylated histone tails. AlphaScreen HP1-beta / biotin-H3K9me3 peptide binding. Potency, µM (doses to about 114 µM), for the others: at the top dose activity change, negative = inhibition, hits mostly inhibitors. actives 0.56% (n = 390,000); note: potency is the fitted concentration of half-maximal effect; nearly all actives have a fitted effect of over 70% in size; inactives centre near 23
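Compound inhibition of the preformed complex between 50 nM HP1-beta and 50 nM biotinylated H3K9me3 peptide was read by AlphaScreen. Buffer was PBS pH 7.4 with 0.01% Tween-20. Incubations ran 30 min at room temperature, with 10 ug/mL donor/acceptor beads.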
G9a block – G9a (human) methyltransferase inhibition; Q96KQ7; G9a H3K9 monomethylation, AlphaScreen, 2 h; Potency, µM (doses to about 102 µM), for the others: top-dose activity, negative = inhibition, usual class: inhibitors; actives 8.8% (n = 350,000); AID 504332; note: potency is the fitted concentration of half-maximal effect; % is set by controls: 0 for no effect and ±100 for the full control effect; nearly all actives have a fitted effect of over 75% in size
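Chemiluminescent proximity detection of H3K9 monomethylation, read after 10 min bead incubation in the dark. Reaction: 20 nM G9a, 500 nM biotin-H3K9 peptide, 20 uM SAM cofactor, 2 h, room temperature, following 15 min enzyme-compound preincubation.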
PI4K2A block – blocks human PI4K2A kinase activity; Q9BTU6; purified PI4K2A, ADP-Glo luminescence, 1 h; active compounds read low; activity change, negative = inhibition, % at 76.9 µM; actives 0.13% (n = 420,000); AID 1346378; in the data active = activity change below about -50%; inconclusive = mostly about -30% to -49%;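 note: -100% = wells without enzyme as full effect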
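PI4K2A activity was measured by ADP-Glo luminescence: enzyme (4 ug/mL stock) and phosphatidylinositol (1.2 mM stock) in Tris pH 7.5/MgCl2/EGTA/Triton X-100 buffer were reacted with ATP (300 microM stock) for one hour at ambient temperature.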
Tb PGK inh – blocks T. brucei phosphoglycerate kinase; P07378; PGK/GAPDH coupled, Kinase-Glo luminescence, 60 min; Potency, µM (highest dose often 57.5 µM), for the others: at the highest dose activity change, negative = inhibition, actives largely listed as inhibitors; actives 0.043% (n = 380,000); AID 602233; note: potency is the fitted concentration of half-maximal effect; % is set by controls: 0 for no effect and ±100 for the full control effect; nearly all actives have a fitted effect of over 60% in size
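Recombinant glycosomal PGK reaction used 1,3-bisphosphoglycerate generated in-well by GAPDH (100nM final) in 100mM TEA pH 7.6, 5mM MgCl2, 0.01% Tween-20. After 60 minutes at room temperature, ATP was read by Kinase-Glo Plus luminescence end-point.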
Pin1 inh – blocks the human prolyl isomerase Pin1. Q13526. Pin1 FP peptide displacement, HiFluor488, 10 min. actives 0.009% (n = 390,000). Potency, µM (highest dose often 115 µM), without a hit: at the top dose activity, negative = inhibition, usual class: inhibitors; active = well fitted inhibition curve with a large enough effect in the polarisation, with a control signal flat, not every such curve was filed as active; inconclusive = small, poorly fitted or top-dose-only effect, or effect the other way, or a change in a side signal; inactive = no such curve, though single readings can be large or run the other way; the % refers to the polarisation; note: potency is the fitted concentration of half-maximal effect; % is set by controls: 0 for no effect and ±100 for the full control effect
GLS inhibitor – blocks human kidney-isoform glutaminase activity | O94925 | GLS enzymatic activity, qHTS titration | Potency, µM (top dose mostly 45.5 µM), for inactives: top-dose activity change, negative = inhibition, actives largely listed as inhibitors | actives 0.21% (n = 410,000); note: potency is the fitted concentration of half-maximal effect; % is set by controls: 0 for no effect and ±100 for the full control effect
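Enzyme dispensed in phosphate buffer (45 mM, pH 8.2, 0.02% Tween-20), compounds pinned in, then 1 mM L-glutamine solution and the glutamate oxidase–HRP–Amplex Red mix added; fluorescence read immediately and again after 30 min at room temperature.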
* marks the source's active call; other numbers are inactive results; [ ] = another dose, or the depositor's remark. Unless noted, calls come from the whole dose curve; as a rule, active = well fitted curve in the direction sought with a large enough effect; inconclusive = small, poorly fitted or top-dose-only effect, or another doubt; inactive = no such curve, though single readings can be large; an effect the other way counts as inactive or inconclusive.

For Cc1ccc2nc(/C(C#N)=C\c3cc(C)n(-c4cccc([N+](=O)[O-])c4)c3C)[nH]c2c1 the results were JMJD2A Tudor inh inconclusive, BAZ2B block inconclusive, POLH inh -7%, HP1b binding inh -6%, G9a block inconclusive, PI4K2A block 1, Tb PGK inh 12%, Pin1 inh -1% and GLS inhibitor -1%.
`CCOC(=O)N1CCN(C(=O)c2ccc(OC)cc2)CC1` gave JMJD2A Tudor inh -17%, BAZ2B block 8%, POLH inh -6%, HP1b binding inh 32%[activator], G9a block 13%, PI4K2A block -2, Tb PGK inh -1%, Pin1 inh 1% and GLS inhibitor -13%.
Screening Cn1nnc2c(NCc3ccc(Cl)cc3)ncnc21 returned JMJD2A Tudor inh -15%, BAZ2B block 1%, POLH inh -1%, HP1b binding inh 10%, G9a block -5%[59 µM], PI4K2A block -2, Tb PGK inh -8%, Pin1 inh -4% and GLS inhibitor 3%.
For Cc1cc(C)c(S(=O)(=O)Nc2cccc(C(=O)O)c2)cc1S(=O)(=O)Nc1cccc(C(=O)O)c1 the results were JMJD2A Tudor inh -8%, POLH inh -21%, HP1b binding inh 7%, PI4K2A block 0, Tb PGK inh inactive, Pin1 inh inconclusive and GLS inhibitor inconclusive.
COc1ccc(CNC(=O)Cn2c(SCC(=O)Nc3ccc(OC)cc3)nc3ccccc32)cc1 was read as JMJD2A Tudor inh 1%, BAZ2B block -1%, POLH inh 6%, HP1b binding inh inconclusive, G9a block 7%[12.7 µM], PI4K2A block -2, Tb PGK inh inactive, Pin1 inh 54%[activator] and GLS inhibitor -5%.
For O=C(CCN1CCN(C/C=C/c2ccccc2)CC1)Nc1ccccc1 the results were JMJD2A Tudor inh -19%, BAZ2B block -2%, POLH inh -14%, HP1b binding inh 5%, G9a block 19%[59 µM], PI4K2A block 2, Tb PGK inh -5%, Pin1 inh 0% and GLS inhibitor -1%.
For O=C(CCS(=O)(=O)c1cccs1)N1CCCC1 the results were JMJD2A Tudor inh -4%, BAZ2B block -1%, POLH inh 1%, HP1b binding inh 35%, G9a block 1%[12.7 µM], PI4K2A block 0, Tb PGK inh 3%, Pin1 inh 1% and GLS inhibitor -2%.
Screening Cc1c(CNCCCc2ccccc2)c(C(=O)O)c(C)n1Cc1ccc(Cl)cc1 returned JMJD2A Tudor inh inconclusive, BAZ2B block inconclusive, POLH inh -11%, HP1b binding inh -5%, G9a block -2%[59 µM], PI4K2A block -5, Tb PGK inh -7%, Pin1 inh -12% and GLS inhibitor 11%.
CN1CCCN(C(=O)c2cc(=O)[nH]c3ccccc23)c2nc3ccccc3nc21 was read as JMJD2A Tudor inh -6%, BAZ2B block 2%, POLH inh -18%, HP1b binding inh 44%[activator], G9a block -30%[12.7 µM], PI4K2A block 5, Tb PGK inh -7%, Pin1 inh -1% and GLS inhibitor 3%.
Cc1ccc(S(=O)(=O)Nc2cc(C(=O)Nc3cc(C)cc(C)c3)ccc2Cl)cc1 was read as JMJD2A Tudor inh -15%, BAZ2B block -25%, POLH inh inconclusive, HP1b binding inh 18%, G9a block 3%[59 µM], PI4K2A block -8, Tb PGK inh 2%, Pin1 inh 10% and GLS inhibitor -2%.
CC(C)CCNC(=O)c1cc(S(=O)(=O)N2CCc3ccccc32)cn1C was read as JMJD2A Tudor inh 1%, BAZ2B block -6%, POLH inh -1%, HP1b binding inh 29%, G9a block 7%, PI4K2A block -4, Tb PGK inh 2%, Pin1 inh 6% and GLS inhibitor -4%.
Screening C/C(=N\NC(=O)c1cc(C)nc2ccc(C)cc12)c1ccncc1 returned JMJD2A Tudor inh -2%, BAZ2B block -4%, POLH inh -15%, HP1b binding inh 43%[activator], G9a block 25%, PI4K2A block -1, Tb PGK inh -4%, Pin1 inh 7% and GLS inhibitor 53%[activator].
COc1ccc(NC(=S)N(CCCN2CCOCC2)Cc2cn(C)c3ccccc23)cc1 was read as JMJD2A Tudor inh inconclusive, BAZ2B block inconclusive, POLH inh -13%, HP1b binding inh -23%, G9a block inconclusive, PI4K2A block -7, Tb PGK inh -9%, Pin1 inh 5% and GLS inhibitor -21%.
`CCOc1ccc(NC(=O)c2ccc3c(c2)N(Cc2ccc(F)cc2)C(=O)CS3=O)cc1` (centres undefined) gave JMJD2A Tudor inh -13%, BAZ2B block -24%, POLH inh -28%, HP1b binding inh 45%[activator], G9a block -18%[59 µM], PI4K2A block -6, Tb PGK inh -5%, Pin1 inh 5% and GLS inhibitor -1%.
`CCCc1cc(=O)oc2c3c(cc(OCC(=O)NCc4ccncc4)c12)OC(C)(C)CC3` gave JMJD2A Tudor inh -16%, BAZ2B block -28%, POLH inh 1%, HP1b binding inh 53%[activator], G9a block 12%, PI4K2A block 0, Tb PGK inh -5%, Pin1 inh inconclusive and GLS inhibitor -2%.
`COc1ccccc1N1CCN(/N=C/C=C\c2ccccc2[N+](=O)[O-])CC1` gave JMJD2A Tudor inh 22µM*, BAZ2B block 13µM*, POLH inh -21%, HP1b binding inh 14µM*, G9a block 8.9µM*, PI4K2A block -2, Tb PGK inh -5%, Pin1 inh -7% and GLS inhibitor 8%.
Screening CCc1ccc(-n2c(SCC(=O)N3CCC(C(=O)O)CC3)nnc2-c2ccncc2)cc1 returned JMJD2A Tudor inh -8%, POLH inh 5%, HP1b binding inh 23%, G9a block inconclusive, PI4K2A block -3, Tb PGK inh -5%, Pin1 inh -7% and GLS inhibitor 3%.
For O=C(C=Cc1ccccc1O)c1ccccc1O the results were JMJD2A Tudor inh inconclusive, POLH inh inconclusive, HP1b binding inh inconclusive, PI4K2A block 0, Tb PGK inh 0%, Pin1 inh -7% and GLS inhibitor 7%.
`CC(Oc1ccc(Cl)cc1)C(=O)Nc1ccc(S(=O)(=O)Nc2nccs2)cc1` (centres undefined) gave JMJD2A Tudor inh -18%, BAZ2B block -19%, POLH inh -10%, HP1b binding inh -4%, G9a block -2%[59 µM], PI4K2A block -9, Tb PGK inh -2%, Pin1 inh -3% and GLS inhibitor -3%.
CCC(C)Nc1sc(S(=O)(=O)CC)nc1S(=O)(=O)c1ccc(C)cc1 (centres undefined) was read as JMJD2A Tudor inh -11%, BAZ2B block -1%, POLH inh -1%, HP1b binding inh 37%, G9a block -2%[59 µM], PI4K2A block 1, Tb PGK inh inactive, Pin1 inh 32%[activator] and GLS inhibitor 2%.
COc1ccc(NS(=O)(=O)c2cccc(C(=O)NCCc3ccc(S(N)(=O)=O)cc3)c2)cc1 was read as JMJD2A Tudor inh 8%, BAZ2B block 4%, POLH inh -15%, HP1b binding inh 41%[activator], G9a block 10%[12.7 µM], PI4K2A block 3, Tb PGK inh -5%, Pin1 inh -1% and GLS inhibitor 12%.
`CC(C)(C)CC(=O)Nc1cc2c3c(c1)CCC(=O)N3CCC2` gave JMJD2A Tudor inh -6%, BAZ2B block -24%, POLH inh 4%, HP1b binding inh 33%, G9a block -2%, PI4K2A block -1, Tb PGK inh -3%, Pin1 inh -4% and GLS inhibitor -1%.
`Cc1ccc(NC(=O)c2ccc(S(=O)(=O)C(F)F)cc2)c(C)c1` gave JMJD2A Tudor inh -3%, BAZ2B block 9%, POLH inh -4%, HP1b binding inh 5%, G9a block 2%[59 µM], PI4K2A block 0, Tb PGK inh 0%, Pin1 inh 5% and GLS inhibitor 1%.
For [N-]=[N+]=NC[C@H](Cc1ccccc1)N1CC[C@@H](OCc2ccccc2)CCC1=O the results were JMJD2A Tudor inh -19%, BAZ2B block -2%, POLH inh 5%, HP1b binding inh 14%, G9a block 8%, PI4K2A block -2, Tb PGK inh -3%, Pin1 inh -4% and GLS inhibitor 13%.
Screening O=[N+]([O-])c1ccc(N/N=C/c2ccccc2)cc1 returned JMJD2A Tudor inh -8%, BAZ2B block -2%, POLH inh -19%, HP1b binding inh 11%, G9a block -4%, PI4K2A block -1, Tb PGK inh 2%, Pin1 inh 25% and GLS inhibitor -5%.
N/C(Cc1ccccc1Sc1ccccc1)=N\O was read as JMJD2A Tudor inh -25%, BAZ2B block -2%, POLH inh -15%, HP1b binding inh 15%, G9a block -18%[59 µM], PI4K2A block -3, Tb PGK inh -7%, Pin1 inh -2% and GLS inhibitor 35%[activator].
For Cc1cc(NC(=O)COC(=O)c2c(C)c(C)c(C)c(C)c2C)no1 the results were JMJD2A Tudor inh -9%, POLH inh -14%, HP1b binding inh 40%[activator], PI4K2A block 0, Tb PGK inh 6%, Pin1 inh 0% and GLS inhibitor -3%.
For Cc1cc(-c2ccccc2)nc(SCC(=O)c2cccc([N+](=O)[O-])c2)n1 the results were JMJD2A Tudor inh -36%, BAZ2B block inconclusive, POLH inh -13%, HP1b binding inh 0%, G9a block -9%, PI4K2A block -7, Tb PGK inh 6%, Pin1 inh 7% and GLS inhibitor 1%.
`CC1CCC(NC(=O)CCn2ccc3cc(S(=O)(=O)N4CCCC4)ccc32)CC1` (centres undefined) gave JMJD2A Tudor inh -21%, BAZ2B block -30%, POLH inh -11%, HP1b binding inh -3%, G9a block 31%, PI4K2A block -1, Tb PGK inh 1%, Pin1 inh 0% and GLS inhibitor 2%.
`COc1ccccc1CNC(=O)COC(=O)CC1CC2CCC1C2` (centres undefined) gave JMJD2A Tudor inh 7%, BAZ2B block -2%, POLH inh -28%, HP1b binding inh 52%[activator], G9a block -4%[59 µM], PI4K2A block -3, Tb PGK inh 0%, Pin1 inh 1% and GLS inhibitor 1%.

Some of the compounds tested (hit frequency here may not be typical).
